High-throughput results: PubChem BioAssay, University of Kansas High Throughput Screening Laboratory
mHTT-CaM PPI inh = mHTT-calmodulin interaction abrogation. P42858. AlphaScreen His-mHTT/GST-CaM binding, luminescence. inhibition, % at 15 µM. 190,000 compounds, 3.6% hits;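 further: 0% = both proteins with DMSO and 100% = one protein alone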
Target sequence (P42858 whole entry, looked up, stated change not applied): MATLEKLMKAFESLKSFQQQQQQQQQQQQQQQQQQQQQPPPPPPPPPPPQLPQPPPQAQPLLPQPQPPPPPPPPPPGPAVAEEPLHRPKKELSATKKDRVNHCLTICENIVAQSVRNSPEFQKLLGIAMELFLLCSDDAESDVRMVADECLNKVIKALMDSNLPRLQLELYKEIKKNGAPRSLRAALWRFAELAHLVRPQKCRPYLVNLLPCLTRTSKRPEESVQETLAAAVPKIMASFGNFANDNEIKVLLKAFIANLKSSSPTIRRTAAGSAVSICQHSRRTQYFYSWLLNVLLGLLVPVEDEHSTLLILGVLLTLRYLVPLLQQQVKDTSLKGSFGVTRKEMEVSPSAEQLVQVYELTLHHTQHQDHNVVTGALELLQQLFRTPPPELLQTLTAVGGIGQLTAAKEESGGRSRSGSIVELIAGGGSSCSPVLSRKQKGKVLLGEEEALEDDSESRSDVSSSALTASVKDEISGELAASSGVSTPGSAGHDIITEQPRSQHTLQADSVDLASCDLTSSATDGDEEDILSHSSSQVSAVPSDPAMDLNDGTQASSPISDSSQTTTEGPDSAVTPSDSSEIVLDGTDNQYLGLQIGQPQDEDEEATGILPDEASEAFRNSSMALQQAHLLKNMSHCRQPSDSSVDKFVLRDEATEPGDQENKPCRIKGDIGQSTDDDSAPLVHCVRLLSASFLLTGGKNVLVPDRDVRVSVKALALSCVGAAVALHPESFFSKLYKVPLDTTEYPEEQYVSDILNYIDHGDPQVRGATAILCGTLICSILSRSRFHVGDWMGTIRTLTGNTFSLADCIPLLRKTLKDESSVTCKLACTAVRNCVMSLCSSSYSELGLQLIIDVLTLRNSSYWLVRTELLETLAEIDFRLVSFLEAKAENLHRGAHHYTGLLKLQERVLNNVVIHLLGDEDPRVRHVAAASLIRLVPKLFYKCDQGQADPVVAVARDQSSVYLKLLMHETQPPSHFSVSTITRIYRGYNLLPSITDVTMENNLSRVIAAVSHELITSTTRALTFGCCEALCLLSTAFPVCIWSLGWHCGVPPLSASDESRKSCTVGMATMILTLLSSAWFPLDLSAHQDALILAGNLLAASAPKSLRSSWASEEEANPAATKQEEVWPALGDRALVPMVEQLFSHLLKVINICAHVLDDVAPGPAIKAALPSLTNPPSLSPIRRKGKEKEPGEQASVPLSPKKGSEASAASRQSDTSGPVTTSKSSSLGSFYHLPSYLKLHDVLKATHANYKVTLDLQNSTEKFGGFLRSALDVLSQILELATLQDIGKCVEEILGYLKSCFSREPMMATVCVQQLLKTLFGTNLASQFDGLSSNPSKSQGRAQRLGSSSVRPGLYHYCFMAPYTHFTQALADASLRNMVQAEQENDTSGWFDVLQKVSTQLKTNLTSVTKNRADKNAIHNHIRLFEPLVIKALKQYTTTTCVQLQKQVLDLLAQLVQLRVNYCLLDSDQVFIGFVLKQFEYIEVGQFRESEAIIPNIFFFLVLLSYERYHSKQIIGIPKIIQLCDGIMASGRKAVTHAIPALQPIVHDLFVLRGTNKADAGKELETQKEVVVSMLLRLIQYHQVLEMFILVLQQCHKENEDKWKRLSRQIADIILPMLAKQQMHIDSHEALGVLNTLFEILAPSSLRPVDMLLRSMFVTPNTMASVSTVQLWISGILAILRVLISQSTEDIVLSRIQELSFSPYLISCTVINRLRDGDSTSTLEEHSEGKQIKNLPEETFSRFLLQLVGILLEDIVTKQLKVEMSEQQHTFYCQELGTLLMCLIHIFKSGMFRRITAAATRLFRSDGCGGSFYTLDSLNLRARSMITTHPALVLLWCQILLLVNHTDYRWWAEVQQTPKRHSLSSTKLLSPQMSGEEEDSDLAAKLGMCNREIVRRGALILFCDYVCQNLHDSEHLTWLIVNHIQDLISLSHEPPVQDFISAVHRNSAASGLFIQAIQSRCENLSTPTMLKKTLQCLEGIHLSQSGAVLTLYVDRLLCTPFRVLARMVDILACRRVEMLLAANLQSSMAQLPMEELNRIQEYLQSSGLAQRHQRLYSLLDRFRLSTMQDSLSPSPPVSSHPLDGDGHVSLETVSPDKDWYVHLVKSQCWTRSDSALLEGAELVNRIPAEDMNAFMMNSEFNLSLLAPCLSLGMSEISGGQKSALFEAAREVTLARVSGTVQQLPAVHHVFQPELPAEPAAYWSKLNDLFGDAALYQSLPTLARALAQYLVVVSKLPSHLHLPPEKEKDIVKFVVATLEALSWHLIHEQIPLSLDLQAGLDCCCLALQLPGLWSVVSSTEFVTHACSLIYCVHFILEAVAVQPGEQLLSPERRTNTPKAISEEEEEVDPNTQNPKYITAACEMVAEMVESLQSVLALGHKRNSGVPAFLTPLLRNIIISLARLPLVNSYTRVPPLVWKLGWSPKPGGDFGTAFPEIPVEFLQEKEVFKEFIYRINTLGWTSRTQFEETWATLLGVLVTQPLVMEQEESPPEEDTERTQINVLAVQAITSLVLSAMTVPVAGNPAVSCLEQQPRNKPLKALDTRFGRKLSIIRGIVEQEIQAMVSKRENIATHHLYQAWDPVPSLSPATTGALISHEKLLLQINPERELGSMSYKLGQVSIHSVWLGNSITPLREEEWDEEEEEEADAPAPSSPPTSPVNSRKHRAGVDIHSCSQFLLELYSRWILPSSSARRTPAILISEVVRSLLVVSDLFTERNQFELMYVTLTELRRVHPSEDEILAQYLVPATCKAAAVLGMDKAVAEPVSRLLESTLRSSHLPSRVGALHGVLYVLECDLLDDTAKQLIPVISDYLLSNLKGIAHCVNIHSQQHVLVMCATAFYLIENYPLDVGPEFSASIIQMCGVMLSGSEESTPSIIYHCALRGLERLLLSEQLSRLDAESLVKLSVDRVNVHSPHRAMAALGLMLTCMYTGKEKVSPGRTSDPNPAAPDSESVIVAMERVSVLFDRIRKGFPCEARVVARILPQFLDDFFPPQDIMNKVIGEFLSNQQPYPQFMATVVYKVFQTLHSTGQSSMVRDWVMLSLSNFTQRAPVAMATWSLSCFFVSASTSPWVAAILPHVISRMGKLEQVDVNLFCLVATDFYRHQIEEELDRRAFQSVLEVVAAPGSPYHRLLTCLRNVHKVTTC
Pf apPOL block = Pf-apPOL DNA polymerase inhibition | Recombinant Pf-apPOL, molecular beacon fluorescence, 1.5 h | inhibition, % at 10 µM | 210,000 compounds, 0.25% hits | AID 1794808
Numbers without * were called inactive; . = no result given; + = active, no number; & = joins results of further samples. No stated cut-off is given here; in the data, active means inhibition above about 50%; inactive means the rest. Some of the compounds tested. The share of hits here may be higher or lower than overall.

Each structure is followed by: mHTT-CaM PPI inh | Pf apPOL block
1) O=C(Nc1cccc([N+](=O)[O-])c1)c1ccc2snnc2c1
 : -2 | 0
2) O=C(Nc1cccc(F)c1)c1ccc(S(=O)(=O)N2CCCCC2)cc1
 : 0 | -5
3) CC1(C)N=C(c2ccc(F)cc2)C(=O)N1CC(=O)Nc1ccc(F)c(F)c1
 : -6 | -9
4) O=C(O)c1ccc2c(c1)C1C=CCC1C(c1ccccc1[N+](=O)[O-])N2 (centres undefined)
 : 53* | -19
5) Cc1ccccc1N1CCN(C(=O)c2ccnc(N3CCCCC3)n2)CC1
 : 21 | -6
6) CN1CCN(S(=O)(=O)c2ccc(F)c(Cl)c2)c2ccccc21
 : 35 | -4
7) Cc1ccc2c(Cl)c(C(=O)Nc3ccc(F)cc3F)sc2c1
 : -8 | -3
8) Cc1ccc(NC(=O)CC2CCCCC2)cc1
 : 0 | -1
9) CCC1Oc2ccccc2N(CC(=O)N2CCC3(CC2)OCCO3)C1=O (centres undefined)
 : -4 | -13
10) Cc1noc(C)c1S(=O)(=O)N1CCC(CC(=O)NCc2ccccc2Cl)CC1
 : -5 | 1
11) Cc1ccc(CCNC(=O)CCN2N=C(c3ccccc3)CCC2=O)cc1
 : -6 | -22
12) O=c1ccc(S(=O)(=O)N2CCOCC2)cn1Cc1cccc(C(F)(F)F)c1
 : -13 | -2
13) Cc1ccc(NC(=O)Cn2ccc3ccn(C)c3c2=O)c(C)c1
 : -1 | 0
14) CNC(=O)c1nc(-c2ccc(C)cc2)n2c1CCCCC2
 : 8 | -10
15) CC1SC(=NC(=O)Nc2ccc(Cl)cc2)NC1=O (centres undefined)
 : -9 | -7
16) CCCCOc1ccc(CNc2ccc3c(c2)OCO3)cc1
 : 92* | 0
17) Cc1noc(C)c1CCC(=O)N1CCN(C(=O)C2CC2c2ccc3c(c2)OCO3)CC1 (centres undefined)
 : -8 | -5
18) N#Cc1cccc(NC(=O)N2CCc3nc[nH]c3C2)c1
 : -6 | 0
19) O=C(NCC(O)c1ccc(C(F)(F)F)cc1)C(=O)Nc1cccnc1 (centres undefined)
 : 1 | -5
20) COc1ccc(NC(=O)CCCn2nc([N+](=O)[O-])c(Cl)c2C)c(OC)c1
 : 2 | -10
21) Cc1cccc(NC(=O)C2CCN(c3cncnc3N3CCOCC3)CC2)c1C
 : 2 | -2
22) CC(=O)c1ccc(C(=O)Nc2ccc(N3CCOCC3)cc2)cc1
 : 4 | -12
23) CC(C)CNc1nc(-c2ccc([N+](=O)[O-])cc2)nc2ccccc12
 : 5 | -3
24) Cc1ccc(C(C)(C)C)c(OCCN2CCN(C)CC2)c1
 : -1 | 2
25) O=C(NC1CCCC1)C1CC(c2c(F)cccc2Cl)=NO1 (centres undefined)
 : 0 | 0
26) CC(C)CC(=O)NC1CCCCCCC1
 : -2 | 2
27) CC(=O)c1ccc(C=Cc2ccccc2)cc1
 : -6 | -6
28) C1CCC(CN2CCNCC2)C1
 : 1 | 0
29) Cc1c(CN2CCC(C(C)O)CC2)cnn1C (centres undefined)
 : 3 | -3
30) CC(=O)N(C1=C(N(C)C)C(=O)c2ccccc2C1=O)c1ccc(Br)cc1
 : 22 | -1

Brought forward from above: three compounds, followed by the next part.
Each structure is followed by: mHTT-CaM PPI inh | Pf apPOL block
28) C1CCC(CN2CCNCC2)C1
 : 1 | 0
29) Cc1c(CN2CCC(C(C)O)CC2)cnn1C (centres undefined)
 : 3 | -3
30) CC(=O)N(C1=C(N(C)C)C(=O)c2ccccc2C1=O)c1ccc(Br)cc1
 : 22 | -1
31) CCn1ccc2oc(C)c(C(=O)N3CCC(N4CCCCC4)CC3)c2c1=O
 : 5 | -9
32) Cn1cc2c3c(cccc31)CN(C(=O)Nc1cccc(Br)c1)CC2
 : 32 | -7
33) Cc1ccc(CSc2nnc(Cc3ccsc3)n2C)cc1
 : . | -12&-6
34) COc1ccc(C(CC(=O)N2CCOCC2)c2c(OC)cc(OC)c3ccc(=O)oc23)cc1 (centres undefined)
 : 22 | -4
35) O=C(NC(n1cnc2c(N3CCOCC3)ncnc21)C(Cl)(Cl)Cl)c1ccco1 (centres undefined)
 : 5 | 0
36) CC(C)C(=O)N1CCN(c2nc3c(s2)CC(C(=O)NCc2ccccn2)CC3)CC1 (centres undefined)
 : -4 | -6
37) O=C(CCS(=O)(=O)c1ccc(Br)s1)Nc1c(F)cccc1F
 : -4 | -5
38) CCOCCCNC(=O)NCCC1CCN(C(=O)Nc2cccc(Cl)c2)CC1
 : -9 | -6
39) Cc1nc2cc(N3CCCC(C(=O)NCc4cccc(F)c4)C3)cnc2nc1C (centres undefined)
 : 13 | 8
40) COc1cccc(NC(=O)c2ccnc(N3CCC(C(=O)Nc4ccc(C)cc4)CC3)c2)c1
 : -5 | 2
41) O=C(CCCn1c(=O)[nH]c2ccc(Br)cc2c1=O)NCc1ccccc1Cl
 : -1 | -4
42) COc1ccc(Cl)cc1NC(=O)N1CCN(c2ccc(-c3ccco3)nn2)CC1
 : 64* | 15
43) CCc1nnc(NC(=O)c2sc3nc4c(cc3c2N)CCC4)s1
 : 19 | -5
44) O=C(c1ccc(Cl)s1)N1CCC(Nc2cccnc2)C1 (centres undefined)
 : 7 | -9
45) COc1cc(C2SC(NC(C)=O)=NN2C(C)=O)ccc1OCc1ccc([N+](=O)[O-])cc1 (centres undefined)
 : 38 | -3
46) Cc1ccccc1OCC(=O)Nc1ccc(Br)cc1F
 : -4 | -7
47) COc1ccc(C2CC(=O)C3=C(C2)Nc2ccccc2NC3c2ccccc2F)cc1OC (centres undefined)
 : 23 | -11
48) CCn1c(SCC(=O)Nc2ccc(Br)cc2)nnc1-c1cc(OC)cc(OC)c1
 : 5 | -3
49) COc1ccc(C(=O)N2CCCC2C(=O)NCCc2csc(-c3ccccc3)n2)cc1 (centres undefined)
 : 17 | -8
50) O=C1C(=O)N(CN2CCc3c([nH]c4ccccc34)C2C(F)(F)F)c2ccc(F)cc21 (centres undefined)
 : . | -10
51) O=C(NCc1ccc2c(c1)OCO2)C(Cc1ccccc1)NS(=O)(=O)c1cccs1 (centres undefined)
 : -3 | -6
52) CN1CCC(CCNC(=O)C2CCc3sc(C(=O)N4CCCC4)cc3C2)CC1 (centres undefined)
 : 0 | -3
53) Cc1occc1C(=O)Nc1nc2ccc(S(C)(=O)=O)cc2s1
 : -4 | -131
54) COc1cc(Br)cc(/C=C2\NC(=O)N(Cc3ccc(Cl)cc3)C2=O)c1OC
 : -1 | -1
55) O=C1CC2C=CCc3cccc(c32)CN1Cc1cccc(F)c1 (centres undefined)
 : 100* | -4
56) Cc1nn(Cc2nnc(-c3cc(C(F)(F)F)cc(C(F)(F)F)c3)o2)c(C)c1Br
 : . | -4&-3
57) Nc1c(-c2n[nH]c(=S)n2-c2ccc(Cl)cc2Cl)cnn1-c1ccccc1
 : . | 2
58) O=C(CC1CCCCC1)N1CCCC(COc2ccc(C(=O)N3CCCC3)cc2)C1 (centres undefined)
 : 10 | 29
59) COc1ccc(S(=O)(=O)Nc2ccc(S(=O)(=O)Nc3cccc(Cl)c3C)cc2)cc1
 : -2 | -4
60) CCc1ccc(C(=O)Nc2nnc(C3CC(=O)N(c4ccc(F)cc4)C3)o2)cc1 (centres undefined)
 : 6 | -2

Of the compounds above, these have bromine:
Each structure is followed by: mHTT-CaM PPI inh | Pf apPOL block
30) CC(=O)N(C1=C(N(C)C)C(=O)c2ccccc2C1=O)c1ccc(Br)cc1
 : 22 | -1
32) Cn1cc2c3c(cccc31)CN(C(=O)Nc1cccc(Br)c1)CC2
 : 32 | -7
37) O=C(CCS(=O)(=O)c1ccc(Br)s1)Nc1c(F)cccc1F
 : -4 | -5
41) O=C(CCCn1c(=O)[nH]c2ccc(Br)cc2c1=O)NCc1ccccc1Cl
 : -1 | -4
46) Cc1ccccc1OCC(=O)Nc1ccc(Br)cc1F
 : -4 | -7
48) CCn1c(SCC(=O)Nc2ccc(Br)cc2)nnc1-c1cc(OC)cc(OC)c1
 : 5 | -3
54) COc1cc(Br)cc(/C=C2\NC(=O)N(Cc3ccc(Cl)cc3)C2=O)c1OC
 : -1 | -1
56) Cc1nn(Cc2nnc(-c3cc(C(F)(F)F)cc(C(F)(F)F)c3)o2)c(C)c1Br
 : . | -4&-3

Other structures
Each structure is followed by: mHTT-CaM PPI inh | Pf apPOL block
61) O=C(c1ccc(F)cc1F)N1CCC2(CC1)NC(=O)N(Cc1ccccc1Cl)C2=O
 : 5 | -4
62) CC(=O)Nc1ccc(N=C(C2=C(O)c3ccccc3C2=O)c2ccccc2)cc1
 : 8 | -4
63) CCOc1ccc(-c2nc3s/c(=C\c4ccc(Cl)cc4)c(=O)n3n2)cc1
 : -6 | -2
64) Cc1cc(N2C(=O)c3ccc(Oc4ccc([N+](=O)[O-])cc4)cc3C2=O)no1
 : -8&-1 | 0&-8
65) NC1(C(=O)O)CC1
 : . | 6
66) CC(=O)NCCc1csc(C2CCCN(C(=O)C3(c4ccccc4)CC3)C2)n1 (centres undefined)
 : -5 | -3
67) COc1cccc(CNC(=O)c2cc3n(n2)CCCN(Cc2cccc(F)c2)C3=O)c1
 : -6 | 3
68) CCCc1nc(N)c(C#N)c(-c2ccccc2)c1CC
 : -6 | 2
69) Cc1nn(Cc2c(Cl)cccc2Cl)c(C)c1NC(=O)CCCn1nc(C)c([N+](=O)[O-])c1C
 : 8 | 3
70) O=S(=O)(c1ccccc1)N1N=C(C2CCCCC2)CC1(O)C(F)(F)F (centres undefined)
 : -6 | 3
71) COCCN(Cc1ccoc1)C(=O)NC12CC3CC(CC(C3)C1)C2
 : 0 | -1
72) Cc1ccc(CCN2CC(C(=O)NCCCN(C)Cc3ccccc3)CC2=O)cc1 (centres undefined)
 : -4 | -1
73) O=S(=O)(NCc1ccccc1Cl)c1ccc2c(c1)-c1oncc1CO2
 : -2 | 0
74) Cc1cc(F)ccc1NC(=O)C1CCc2nc(N3CCN(C(=O)C(C)C)CC3)sc2C1 (centres undefined)
 : 27 | -1
75) CC(C)Oc1ccc(C(=O)Nc2ccc(N3CCN(C(=O)c4ccccc4)CC3)cc2)cc1
 : 1 | -13
76) CC(C)NC(=O)c1ccc(OCC2CCN(C(=O)Cc3cccc(F)c3)CC2)cc1
 : -1 | -7
77) CCCn1c(=O)c(-c2nc(-c3ccccc3C)no2)c(O)c2ccccc21
 : 3 | 0
78) CCc1ccc(-n2c(CN3CCN(C(=O)NC4CCCCC4)CC3)nc3cccnc32)cc1
 : 9 | 0
79) O=S1(=O)N=CN(c2ccccc2F)c2ncccc21
 : 1 | -4
80) CC(C)CNCC(O)COC1CCCC1 (centres undefined)
 : -3 | 4
81) CCCCC(=O)Nc1ccc(NC(=O)Cc2ccc(Cl)cc2)cc1OC
 : 0 | -5
82) O=C(Nc1ccc(C2(C(=O)NCc3cccc(Cl)c3)CCC2)cc1)C1CC1
 : -2 | 0
83) CC(C)(C)OC(=O)n1ccc2cc(Br)ccc21
 : . | -7
84) O=C1CSC(c2cccc(F)c2)N1c1ccc(Br)cc1 (centres undefined)
 : -16 | -11
85) COc1cc(C)nc(N(CC(C)C)S(=O)(=O)c2ccc(C)cc2)n1
 : -70 | 0
86) CC(C)(C)C(=O)CSc1nc(-c2cccnc2)c(C#N)c(=O)[nH]1
 : . | -2
87) Cc1[nH]c2ccccc2c1/C=N\Nc1nc2ccccc2[nH]1
 : + | .
88) Cc1ccccc1CCN1C(=O)CCC1(C)C(=O)N1CCCC1 (centres undefined)
 : 0 | 1
89) CN1CC(O)C(O)C(O)C1CO (centres undefined)
 : . | 8
90) COC(=O)c1nc2n(n1)C(c1ccc(F)cc1)C1=C(CCCC1=O)N2 (centres undefined)
 : -8 | -7

Quoted at random: 4 compounds from above, in no set order.
Each structure is followed by: mHTT-CaM PPI inh | Pf apPOL block
79) O=S1(=O)N=CN(c2ccccc2F)c2ncccc21
 : 1 | -4
64) Cc1cc(N2C(=O)c3ccc(Oc4ccc([N+](=O)[O-])cc4)cc3C2=O)no1
 : -8&-1 | 0&-8
52) CN1CCC(CCNC(=O)C2CCc3sc(C(=O)N4CCCC4)cc3C2)CC1 (centres undefined)
 : 0 | -3
8) Cc1ccc(NC(=O)CC2CCCCC2)cc1
 : 0 | -1

(next part)
Each structure is followed by: mHTT-CaM PPI inh | Pf apPOL block
91) CCOC1(NC(=O)c2ccc(Br)cc2)C(C)=CC(=O)C=C1C
 : -2 | 4
92) Cc1ccccc1C1CCCN1C(=O)c1cc(-c2ccccc2)no1 (centres undefined)
 : 0 | 1
93) CCc1nc(-c2cccnc2N2CCCC(C(=O)NC3CCCCC3)C2)no1 (centres undefined)
 : 4 | -4
94) O=C(Nc1nnc(Cc2ccc(Cl)cc2)s1)c1cccc(F)c1
 : 2 | -1
95) COc1ccc([N+](=O)[O-])cc1NC(=O)c1ccc(C)o1
 : 5 | -1
96) O=C(NCc1ccco1)C1CCN(c2cnn(Cc3ccccc3)c(=O)c2)CC1
 : 5 | -7
97) Cc1c(-c2nnc(-c3ccc4c(c3)OCO4)o2)cccc1[N+](=O)[O-]
 : 1 | -8
98) O=C(c1cccc(-c2ccc(Oc3ccccc3)nn2)c1)N1CCCC1
 : -1 | 4
99) Cc1c(C(=O)Nc2c3c(nn2-c2cccc(Cl)c2)CS(=O)(=O)C3)cccc1[N+](=O)[O-]
 : 8 | -5
100) CN(C)c1ccc(C=C2C(=O)N(c3ccccc3)C(=S)N(c3ccccc3)C2=O)cc1
 : . | -3
101) CC(C)OCCCNC(=O)C1CCN(c2cnn(C)c(=O)c2)CC1
 : -7 | -6
102) Cc1ccc(NC(=O)c2cc3c(CO)cnc(C)c3oc2=Nc2ccccc2)cc1C
 : 2 | -4
103) O=C(C=C1OC(=O)c2ccccc21)Oc1cccc(C(F)(F)F)c1
 : . | 6
104) Cn1c(=O)c(N2CCN(C(=O)Cc3ccccc3F)CC2)nc2ccccc21
 : 3 | -8
105) CC(C)(C)N1C(=O)c2ccc(C(=O)NC3CCCCC3)cc2C1=O
 : 3 | -25
106) O=C(O)CCC(=O)Nc1nc2n(n1)C(c1ccccc1)C=C(c1ccc(Cl)cc1)N2 (centres undefined)
 : 31 | 2
107) CC(Oc1ccc(Cl)cc1Cl)C(=O)NCc1ccc(F)cc1 (centres undefined)
 : -15 | 1
